Screening data: PubChem, several laboratories
sdo1 growth = restores growth of sdo1-depleted yeast | S. cerevisiae sdo1-depleted JHY4D growth rescue, OD600 30 h; stronger effect = higher value; pdr5 snq2 efflux-pump mutant strain | z-score at 10 µM | 140,000 compounds, 0.21% hits | AID 817;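 active = z-score above 3 at both the 24 hr and the 30 hr optical density reads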;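 also: z-score against mean and SD of all compound wells on the same plate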
INS promoter inh = TRM-6 insulin promoter activity inhibition | 130,000 compounds, 0.9% hits | AID 1273 | TRM-6 cells (human fetal islet line), insulin promoter-eGFP reporter, imaging; reporter expression induced with tamoxifen | inhibition, % at 2 µM;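 active = inhibition above the mean plus 3 SD, with well images judged a real hit on visual review, cut at about 60% in these data, passing the limit was not always enough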
sdo1 growth Rescue 24 h = further read-out of sdo1 growth, marked with its call; z-score; S. cerevisiae sdo1-depleted JHY4D growth rescue, OD600; measured here: growth rescue at 24 h;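 0 is the plate mean of compound wells and units are plate SD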
The depositor's hits bear a star; x = no result given; [ ] = remark or other dose. Some of the compounds tested; the hit share may differ from the screen's.

| sdo1 growth | sdo1 growth Rescue 24 h | INS promoter inh | Structure |
| --- | --- | --- | --- |
| 0.25[7.6 µM] | 0.02 | x | COCCNS(=O)(=O)c1ccc(-c2ccc(S(=O)(=O)NCCOC)cc2)cc1 |
| -0.57 | -0.9 | -21 | CCOC(=O)c1ccc2c(c1)N(CC(=O)N1CCCC1)C(=O)C(C)(C)O2 |
| -1.5 | -1 | -6 | Cc1ccc(/C(N)=N/OC(=O)c2cc(-c3ccccc3)nc3ccccc23)cc1 |
| -0.87 | -0.99 | x | COC(=O)c1cc(Cl)c(N)cc1OC |
| 0.23 | -0.24 | -45 | NC(=O)CC[C@@H]1NC(=O)[C@H](Cc2ccccc2)NC(=O)[C@H](Cc2ccc(O)cc2)NC(=O)[C@@H](N)CSSC[C@@H](C(=O)N2CCC[C@H]2C(=O)N[C@@H](CCCN=C(N)N)C(=O)NCC(N)=O)NC(=O)[C@H](CC(N)=O)NC1=O |
| -0.2 | -0.82 | -37 | O=C(Nc1ccccc1Cl)c1ccccc1Cl |
| -0.65 | -0.47 | 48 | O=C(NC1CCCCC1)c1ccc(CN2CCOCC2)cc1 |
| -0.21 | 0.03 | 17 | Cc1ccc(C(=O)OCC(=O)Nc2cc(F)ccc2F)cc1NC(=O)c1ccco1 |
| x | x | -25 | CC1CCC2(CC1)NC(=O)N(Cc1cccc(C(F)(F)F)c1)C2=O (configuration not stated) |
| -0.62 | -0.29 | x | COc1ccc(N2CCN(C(=O)c3cc4c(-c5cccc(OC)c5)nn(C)c4s3)CC2)cc1 |
| x | x | 60 | COc1ccc(CCNC(=O)CSc2nc3[nH]ncc3c(=O)[nH]2)cc1OC |
| 0.88 | 0.02 | x | CCc1ccccc1NC(=O)CN1CCC(NC(=O)COC)CC1 |
| -0.71 | -0.68 | -143 | CCC(C)NS(=O)(=O)c1ccc(S(=O)(=O)N2CCCC3(CCCCC3)C2)cc1 (configuration not stated) |
| 1.3 | 0 | x | COc1ccc(CCNC(=O)CSc2nc3ccccc3o2)cc1OC |
| 0.73 | -0.25 | 27 | CCCN(Cc1ccc(N(CC)CC)cc1)CC1CC1 |
| -0.83 | -1.1 | x | O=C(Nc1nccs1)c1ccc(Cl)s1 |
| x | x | -24 | CCOC(=O)Cc1csc(NC(=O)C(C)c2ccc([N+](=O)[O-])cc2)n1 (configuration not stated) |
| -1.1 | -0.83 | x | COc1cccc(NCc2cc3c(C(C)(C)C)nn(-c4ccccc4)c3[nH]c2=O)c1 |
| -1.2 | -0.13 | 38 | CCOC(=O)c1c(NC(=O)CSc2nnnn2C)sc(C)c1-c1ccc(C)cc1 |
| 0.88 | -1.2 | x | CN(CCNC(=O)CCNC(=O)Cn1ccc2ccccc2c1=O)Cc1ccccc1 |
| -1.2 | 1.8 | -39 | Cc1cccc(NC(=O)CC2c3ccccc3Oc3ccccc32)c1 |
| -0.59 | -0.34 | 28 | CC1CCN(S(=O)(=O)c2cccc(C(=O)Oc3ccc([N+](=O)[O-])cc3)c2)CC1 |
| 1.2 | -0.63 | 27 | CCCCN1C(=O)NC(NS(=O)(=O)c2ccc(N)cc2)(C(F)(F)F)C1=O (configuration not stated) |
| -0.04 | -0.79 | x | CCOc1ccc(-n2c(Cc3cc(=O)[nH]c(=O)[nH]3)nnc2SCC)cc1 |
| -1.3 | -0.95 | -11 | CCCCN(CCCC)S(=O)(=O)c1ccc(OC)c2ncccc12 |
| 0.94 | -0.08 | -87 | N#CC1=C(Nc2ccccc2)SC=C(c2ccc(Cl)c(Cl)c2)N=C1N1CCOCC1 |
| -1.1 | -0.31 | 17 | Cc1cc2c(n1-c1ccc(Br)cc1)CC(C)(C)CC2=O |
| x | x | 0 | Cc1ccc(CN(C)CC(=O)Nc2ccc3c(c2)CCC3)cc1 |
| x | x | 0 | Cc1nc(N)nc(Cl)c1Cc1ccc(Cl)cc1 |
| x | x | -92 | COc1cc(SC)ccc1C(=O)N1CCN(c2ccccc2)CC1 |
| -0.42 | -0.32 | x | COc1ccc(S(=O)(=O)Nc2ccccc2OC)cc1NC(=O)Cc1cccs1 |
| x | x | 6 | CC(C(=O)N1CCCC1)c1ccc([N+](=O)[O-])cc1 (configuration not stated) |
| -0.64 | 0.26 | 1 | CCOC(=O)c1c(C)nc2c(c1-c1cc(OC)c(OC)c(OC)c1)C(=O)c1ccccc1-2 |
| -1.5 | -0.97 | -36 | O=C(Nc1ccccn1)NC12CC3CC(CC(C3)C1)C2 |
| -0.91 | -0.68 | 13 | O=C(NCc1cc(C(F)(F)F)cc(C(F)(F)F)c1)C1CC(c2c(Cl)cccc2Cl)=NO1 (configuration not stated) |
| 1.2 | 1.7 | x | CC(C)CN(C(=O)CN1CCOCC1)c1c(N)n(CC(C)C)c(=O)[nH]c1=O |
| 1.7 | 1.8 | x | Cn1c(N)c(C(=O)COC(=O)CN2C(=O)c3ccccc3C2=O)c(=O)n(C)c1=O |
| -1.9 | -1.1 | 22 | c1ccc(-c2noc(-c3cccc4ccccc34)n2)nc1 |
| -0.98 | -0.32 | -27 | CCOc1ccc(N=C2NC(=O)S/C2=C\c2ccc(N(C)C)cc2)cc1 |
| 2 | 1.8 | -62 | O=C(O)CSc1nnc(CNc2cccc(C(F)(F)F)c2)n1Cc1ccco1 |
| 0.6 | 0.2 | 0 | C=CCNCCOc1ccccc1-c1ccccc1 |
| -0.36 | 0.02 | x | Cc1ccc2nc(Nc3ccccc3O)nc(-c3ccccc3)c2c1 |
| x | x | 47 | C=CCn1c(CNC(=O)c2ccccc2F)nnc1SCc1nc2ccccc2c(=O)[nH]1 |
| -1.7 | -1.8 | 12 | Cc1sc2c(c1C)c(=O)n(-c1ccc(Cl)cc1)c(=O)n2Cc1cc(=O)n2ccccc2n1 |
| -0.54 | -0.75 | -88 | COc1cccc(-c2cc(C(=O)N3CCCCC3C)no2)c1 (configuration not stated) |
| 0.35 | 0.37 | 0 | Cc1[nH]c(=O)[nH]c(=O)c1S(=O)(=O)NCC12CC3CC(CC(C3)C1)C2 |
| 0.7 | 0.53 | x | COc1cccc(CNCc2ccc(SC)cc2)c1OC |
| -1.3 | 0.14 | 47 | NS(=O)(=O)c1ccc(NC(=S)NC(=O)c2ccc(-c3ccccc3)cc2)cc1 |
| x | x | -12 | COC(=O)CSc1nnc(CNS(=O)(=O)c2ccc(Br)cc2)n1C |
| 0.55 | 0.05 | -39 | CCOC(=O)C1=C(O)C(=O)N(c2ccc(S(N)(=O)=O)cc2)C1c1ccc(OC)cc1 (configuration not stated) |
| -0.15 | -0.01 | 39 | COc1ccc(NC(=O)CSc2nnc(Cn3cnc4ccccc43)n2C)cc1 |
| -0.48 | -0.99 | x | Cc1cccc(N(C)C(=O)CCS(=O)(=O)c2cccc3nonc23)c1 |
| 0.65 | 0.05 | -375 | COc1cc(C(=O)N/N=C/c2cc([N+](=O)[O-])cs2)cc(OC)c1OC |
| x | x | 50 | NC(=O)c1ccc(NC(=O)Cc2csc(-c3ccccc3)n2)cc1 |
| -0.36 | -0.29 | -19 | COC(=O)c1ccc(C(NC(=O)OCc2ccccc2)/C(C)=C/[C@@H](C)C(=O)NCc2ccc(OC)c(OC)c2)cc1 (some centres not stated) |
| -1.2 | -0.21 | -4 | CCOc1cc(N2CCOCC2)c(OCC)cc1NC(=O)COC(=O)c1cc2ccccc2cc1O |
| x | x | 20 | CCCNC(=O)c1ccc2c(c1)ncn2-c1cc(C)cc(C)c1 |
| -0.16 | -0.17 | -3 | Cc1ccsc1/C=C1\SC(N2CC(C)OC(C)C2)=NC1=O (configuration not stated) |
| -1.4 | -0.74 | -35 | Cn1cc(Cl)c(C(=O)NC(=S)Nc2sc3c(c2C#N)CCCCC3)n1 |
| 0.14 | 0.31 | 28 | Cc1cc(NC(=O)c2cccc(S(=O)(=O)N3CCCC3)c2)no1 |

More structures follow:
| sdo1 growth | sdo1 growth Rescue 24 h | INS promoter inh | Structure |
| --- | --- | --- | --- |
| -0.61 | -0.22 | -11 | Cc1cc(-c2cccs2)nc(-n2cccc2)n1 |
| 1.4 | 1.3 | 25 | CC(=O)C1=C(C)NC(=O)NC1c1cc(Br)ccc1OCC#N (configuration not stated) |
| -0.1 | 2.1 | -19 | O=C(ONc1ccc(N=NC(=O)c2ccccc2O)cc1)c1ccccc1 |
| -0.11 | -1.2 | 7 | COc1ccc(C(=O)NCCn2cc(SCC(=O)N3CCOCC3)c3ccccc32)cc1 |
| 0.13 | 0.21 | -16 | CC(=O)Nc1ccc(NC(=O)CSc2nnc(-c3ccccc3)n2Cc2ccc3c(c2)OCO3)cc1 |
| -1.3 | -1.6 | x | N#Cc1nc(COc2ccccc2)oc1N1CCCCCC1 |
| -0.2 | -0.38 | -14 | CC(=O)c1cc(Cl)ccc1OC(=O)c1ccco1 |
| 1.6 | 1.4 | -26 | COc1ccccc1NC(=O)C1=C(C)Nc2nc(CCCO)nn2C1c1ccc2c(c1)OCO2 (configuration not stated) |
| x | x | 22 | O=C(CN1CCN(S(=O)(=O)c2ccccc2[N+](=O)[O-])CC1)NC(=O)NCc1ccco1 |
| 0.87 | 0.87 | x | CC(=O)Nc1nnc(C)s1 |
| 0.59 | -0.18 | -27 | CC1CCN(c2c(NCc3ccc(C(=O)NCCc4ccc(Cl)cc4)cc3)c(=O)c2=O)CC1 |
| -0.45 | -0.46 | x | Cc1nn(C)c(Oc2ccccc2)c1CCNS(=O)(=O)c1ccc(F)cc1 |
| 0.97 | -0.15 | x | Cc1cc(C)nc(NS(=O)(=O)c2ccc(NC(=O)c3ccc(S(=O)(=O)N4CC(C)OC(C)C4)cc3)cc2)n1 (configuration not stated) |
| -0.26 | -1.1 | -26 | CCOc1ccccc1C(=O)NCC(=O)OCc1c(C)noc1C |
| -0.32 | -0.18 | -30 | CCOC(=O)c1cc2c(ccn2C)n1CC(=O)N(Cc1ccccc1)c1ccccc1 |
| 0.28 | -0.35 | -155 | COC(=O)c1ccc(OCC(=O)NC(C)(C)C)cc1 |
| -0.06 | 0.17 | 64 | CC(C)c1nc2n[nH]c(N)c2c2c1CCCC2 |
| x | x | 0 | Cc1nc(N)nc(N)c1/C=C/C(C)(C)c1ccc(Cl)cc1 |
| 1.3 | 0.32 | x | CC(=O)NCCc1ccc(S(=O)(=O)N2CCOCC2)cc1 |
| 1.4 | 1.8 | x | CCCc1cc(C(=O)Nc2cccnc2)no1 |
| -0.5 | -0.4 | x | CN1CCS/C1=C/C=C1/SC(=S)N(Cc2ccccc2)C1=O |
| 0.31 | -0.5 | 38 | COc1ccc(OC)c(C2/C(=C(\O)c3ccc(OC)c(Cl)c3)C(=O)C(=O)N2CCN(C)C)c1 (configuration not stated) |
| -0.41 | -0.88 | 4 | COc1cc(CNCCO)cc(Br)c1OCc1cccs1 |
| -0.54 | -1.1 | -39 | CCCCOCCCNC(=O)Cc1cccs1 |
| 0.86 | 0.31 | x | Cc1[nH]c2ccccc2c1/C=N/NC(=O)c1cccc(S(=O)(=O)Nc2ccccc2Cl)c1 |
| -1.2 | -0.92 | 17 | Cc1cccc(C(=O)O/N=C/c2c(Cl)n(C)c3ccccc23)c1 |
| -0.08 | -0.33 | -15 | CCNS(=O)(=O)c1ccc(Br)c(OC)c1 |
| -1.3 | -0.59 | 26 | COc1cccc(/C=N/n2c(=S)n(C)c3cc(C)c(C)cc32)c1OC |
| -1.3 | -1.1 | 0 | Cc1ccc(OCC(=O)c2cc(C)n(-c3ccccc3)c2C)c([N+](=O)[O-])n1 |
| 1.1 | 0.54 | x | N#CC(C(N)=O)=C1CCC2(CC1)OCCCCO2 |
| 0.58 | 0.04 | 14 | O=C(O)CCCN=C1CCCc2ccccc2N1 |
| x | x | -40 | O=C(NCc1ccco1)C(c1ccccc1)N(C(=O)Cc1cccs1)c1cccnc1 (configuration not stated) |
| 1.6 | 1.7 | -31 | NC(=O)c1nsc(C(=O)N(CC(=O)NCc2ccc(F)cc2)Cc2ccco2)c1N |
| 0.51 | 0.07 | 27 | COC(=O)c1ccc(NC(=O)CSC2=NC(=O)C(c3ccccc3)C(=O)N2)cc1 (configuration not stated) |
| -0.48 | -0.76 | -11 | CCc1ccc(CCC(=O)Nc2nnc(C)s2)o1 |
| -0.72 | -0.89 | x | O=C(Nc1ccccc1)N1CCN(c2cccc(C(F)(F)F)c2)CC1 |
| 0.13 | -0.27 | 7 | CCN(C(=O)c1c(C)cc(=O)oc1C)c1ccc2c(c1)OCO2 |
| 0.58 | -0.55 | 15 | CCCC(=O)c1c[nH]c(C(=O)NCc2ccco2)c1 |
| 1.3 | 0.78 | x | O=c1[nH]c2ccc(S(=O)(=O)NCc3ccccn3)cc2s1 |
| -0.99 | 0.25 | 7 | Cc1csc(N(C(=O)c2ccc(S(=O)(=O)N(C)C)cc2)c2ccccc2)n1 |
| x | x | -83 | Cn1nc(C(=O)OCc2ccc(F)cc2)c2ccccc2c1=O |
| 0.06 | -0.84 | x | O=C(NCc1ccc(F)cc1)C1C2C=CC3(CN(Cc4cccnc4)C(=O)C13)O2 (configuration not stated) |
| -1.9 | -0.59 | -29 | CCOc1cc(-c2nc(-c3ccc(C)nc3OCC)no2)cc(OCC)c1OCC |
| 1.3 | 1.4 | 3 | CN1C(=S)SC(N2OC3C(=O)N(c4ccccc4)C(=O)C3C2c2ccccc2)C1(C)C (configuration not stated) |
| x | x | 0 | O=C(COC(=O)c1cnccn1)NCc1ccc(Cl)cc1 |
| 1 | 0.49 | -381 | CCOC(=O)C1=C(C)NC(=O)NC1c1cccc(O)c1 (configuration not stated) |
| -0.31 | -0.81 | 32 | COc1ccc(/C=C2\SC(=O)N=C2N)cc1 |
